Source: PubChem BioAssay (several laboratories)
SKN-1 inh: suppressors of acrylamide-induced Pgst-4::GFP reporter in worms, primary screen, SKN-1 inhibitor project, whole organism, uHTS, GFP/RFP fluorescence ratio, strain VP596 | AID 624304, 2012 | C. elegans VP596 Pgst-4::GFP/RFP ratio, 24 h | inhibition, % at 21.8 µM | 0.49% of 360,000 active;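 active means interference check ratio from 0.5 to 1.5 plus GFP to RFP signal ratio inhibition reaching or exceeding a fixed threshold, cut at about 30% in these data, passing the limit was not always enough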; further: some compounds called inactive have numbers as strong as hits
FAS-TE inh: FAS thioesterase domain inhibitors, primary screen, biochemical, fluorescence intensity, uHTS; Fatty acid synthase (Homo sapiens), P49327; recombinant FAS-TE, OMFH fluorogenic substrate, fluorescence endpoint; inhibition, % at 15 µM; 0.67% of 360,000 active; AID 602261, 2012;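 active means compounds whose normalised, plate-corrected inhibition of enzyme fluorescence in the single-dose primary screen is 50% or more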;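 further: 0% = DMSO with enzyme and 100% = substrate without enzyme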
bovine MsrA act: bovine MsrA enzyme activators, primary screen, biochemical, absorbance, HTS; purified bovine MsrA, absorbance read-out; 0.3% of 360,000 active; activation, % at 10.6 µM; Methionine sulfoxide reductase A (Bos taurus); in the data active means activation above about 7.5%;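 further: 0% = vehicle and 100% = reference activator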
CendR NRP1 mod: modulators of CendR peptide binding to NRP-1, primary screen, biochemical, fluorescence polarization, uHTS | inhibition, % at 25 µM | 0.85% of 360,000 active | FAM-RPARPAR peptide binding to NRP-1 | Neuropilin-1 (Homo sapiens), O14786;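 active means inhibition or corrected inhibition above about 18%, plus a signal ratio from 0.5 to 1.5, limit read from the data, passing the limit was not always enough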; further: strong numbers were not always called active
Target sequence (O14786 whole entry, looked up): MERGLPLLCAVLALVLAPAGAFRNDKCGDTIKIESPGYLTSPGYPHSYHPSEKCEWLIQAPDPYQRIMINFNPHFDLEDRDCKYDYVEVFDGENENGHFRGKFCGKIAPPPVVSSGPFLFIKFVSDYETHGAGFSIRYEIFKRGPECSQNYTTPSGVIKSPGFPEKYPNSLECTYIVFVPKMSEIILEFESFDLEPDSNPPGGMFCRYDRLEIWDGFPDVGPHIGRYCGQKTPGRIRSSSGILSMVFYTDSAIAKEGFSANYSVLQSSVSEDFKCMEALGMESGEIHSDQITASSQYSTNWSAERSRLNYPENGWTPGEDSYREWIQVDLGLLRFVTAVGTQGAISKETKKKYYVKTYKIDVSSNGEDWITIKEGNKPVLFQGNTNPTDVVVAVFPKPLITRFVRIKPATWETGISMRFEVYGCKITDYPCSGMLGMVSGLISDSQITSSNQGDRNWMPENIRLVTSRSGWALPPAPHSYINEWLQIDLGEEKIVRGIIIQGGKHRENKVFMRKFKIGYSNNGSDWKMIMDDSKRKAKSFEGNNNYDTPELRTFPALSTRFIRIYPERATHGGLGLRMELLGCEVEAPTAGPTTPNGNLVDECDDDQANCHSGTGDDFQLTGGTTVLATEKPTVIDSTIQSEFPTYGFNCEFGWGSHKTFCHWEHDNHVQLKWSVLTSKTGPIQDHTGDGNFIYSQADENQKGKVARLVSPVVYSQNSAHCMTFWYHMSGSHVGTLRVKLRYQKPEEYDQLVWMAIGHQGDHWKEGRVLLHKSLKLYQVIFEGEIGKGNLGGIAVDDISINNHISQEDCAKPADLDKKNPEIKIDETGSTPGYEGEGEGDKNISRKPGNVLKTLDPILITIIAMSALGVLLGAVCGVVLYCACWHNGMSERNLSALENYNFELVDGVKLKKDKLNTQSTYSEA
PABP1 MLLE inh: inhibitors of PABP1 MLLE–PAM2 peptide binding, primary screen, biochemical, fluorescence polarization, FITC-PAM2, GST-MLLE; Polyadenylate-binding protein 1 (Homo sapiens), P11940; inhibition, % at 20 µM; 0.36% of 360,000 active; AID 588489, 2011; in the data active means inhibition above about 35%, passing the limit was not always enough;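 further: plate controls were DMSO wells with GST-MLLE for no effect and wells lacking GST-MLLE protein for full effect; some results filed as inactive read as strong as hits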
eLon inh: inhibitors of E. coli Lon protease, primary screen, biochemical, fluorescence polarization | AID 602123, 2011 | inhibition, % at 7.94 µM | purified E. coli Lon protease | 0.42% of 360,000 active | P0A9M0; in the data active means inhibition above about 13%, passing the limit was not always enough;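 further: 0% = enzyme with probe and DMSO and 100% = no enzyme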
Rin1 Abl inh: inhibitors of Rin1-Abl protein binding, primary screen, biochemical, TR-FRET. AID 588664, 2011. 0.4% of 360,000 active. Tyrosine-protein kinase ABL1 (Homo sapiens) + Ras and Rab interactor 1 (Homo sapiens), …. inhibition, % at 7.35 µM; in the data active means inhibition above about 5%, passing the limit was not always enough
Neddylation inh: inhibitors of cullin neddylation, primary screen, biochemical, TR-FRET, uHTS, NAE and Ubc12. NEDD8-conjugating enzyme Ubc12 (Homo sapiens) + NEDD8-activating enzyme E1 regulatory …. calls only at 25 µM. 0.58% of 360,000 active; in the data active means inhibition above about 36%
MT1-MMP act inh: blockers of MT1-MMP proenzyme processing, primary screen, HT1080 RFP-PRO-GFP cells, GFP/RFP fluorescence. GFP/RFP ratio change, % at 20 µM. 0.061% of 360,000 active. Matrix metalloproteinase-14 (Homo sapiens), P50281. GFP/RFP ratio fluorescence, overnight; percent of plate control window, DMSO zero. AID 651647, 2012;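 active means GFP/RFP ratio change of at least 30% with cell ATP level not reduced by more than half and red fluorescence within 50% of control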; further: strong numbers were not always called active
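system = RFP-PRO-GFP reporter HT1080 cells | dosing = 20 µM single dose, 1% DMSO | timing = overnight cell settling, then overnight compound exposure, 37 °C, 5% CO2 | read-out basis = GFP/RFP fluorescence ratio | controls = DMSO and RFP-L50D-GFP cell wells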
* = called active by the depositor; i = inactive; x = not tested or not shown. Outcome played no part in choosing rows. About 4% of those tested had a hit in this group.

SMILES | SKN-1 inh | FAS-TE inh | bovine MsrA act | CendR NRP1 mod | PABP1 MLLE inh | eLon inh | Rin1 Abl inh | Neddylation inh | MT1-MMP act inh
Cc1cccc(C)c1OCC(O)CN (configuration not stated) | -11 | -17 | -10 | 5 | 7 | 0 | 0 | i | 12
CC(C)(C)n1ncc2c(=O)n(CC(=O)NCc3ccco3)cnc21 | 14 | -8 | -1 | -9 | -2 | 0 | 2 | i | -5
O=C(Cc1ccccc1)Nc1ncccn1 | 8 | -11 | -3 | -2 | 1 | 1 | 2 | i | 2
CCn1cnc2c1c(=O)n(CC(=O)O)c(=O)n2Cc1ccccc1 | -1 | -2 | -2 | 12 | 6 | -4 | -1 | i | 1
CCCCN(C(=O)COC(=O)c1ccccc1)c1c(N)n(CCC)c(=O)[nH]c1=O | -7 | -2 | -6 | 5 | 6 | 4 | 1 | i | -1
O=C(CCC1CCCN(c2ncccn2)C1)NCc1ccccc1F (configuration not stated) | 2 | -9 | -5 | 7 | -8 | -4 | 3 | i | -1
Clc1ccc(Oc2ncnc3oc(-c4ccccc4)cc23)cc1 | -1 | -6 | -11 | 3 | -8 | -3 | -5 | i | -4
CCOc1cc(CNCCSc2nnnn2C)cc(Br)c1OCc1ccccc1 | 32 | -8 | 0 | 6 | 13 | -3 | 0 | i | -5
CC(=O)c1ccc(NC(=O)CSc2nc(=O)cc(N)n2-c2ccccc2)cc1 | 3 | 0 | -4 | -11 | -13 | -6 | 1 | i | -1
CCC(=O)c1ccc(OCc2cn(CC(=O)c3ccc(O)cc3)nn2)cc1 | -4 | -4 | -4 | -10 | -2 | -6 | 0 | i | 0
COc1cc(/C=N/NC(=O)CSCc2ccc([N+](=O)[O-])cc2)cc(OC)c1OC | -15 | 3 | -2 | 16 | 5 | -2 | -2 | i | 0
COCC1CCN(Cc2cn[nH]c2-c2cc3ccccc3o2)C1 (configuration not stated) | 0 | -14 | -5 | -1 | 1 | -5 | 0 | i | 2
Cc1cc(NS(=O)(=O)c2ccc(NC(=O)COc3ccc(Cl)cc3Cl)cc2)no1 | -7 | -1 | -8 | -29 | -2 | 1 | -3 | i | 7
Cc1cc2nc(NC(=O)C3(C)CCN3C(=O)C(C)C)[nH]c2cc1C (configuration not stated) | 0 | -5 | 0 | -2 | 7 | -5 | -3 | i | -1
CCc1ccc2[nH]c(=O)c(CN(CCN(CC)CC)C(=S)NCc3ccco3)cc2c1 | 4 | 0 | -4 | -24 | -59 | -4 | 1 | i | -3
CC(NC(=O)c1ccccc1F)c1nnc(SCC(=O)Nc2nccs2)n1C (configuration not stated) | 7 | -4 | -2 | 12 | 0 | -14 | -2 | i | -4
COCc1nnc(NS(=O)(=O)c2ccc(F)cc2)s1 | -4 | -4 | -1 | 7 | 13 | -4 | 0 | i | 2
Cc1ccc(C(=O)N/C(=C\c2cccs2)C(=O)NCCCn2ccnc2)cc1 | 10 | -13 | 0 | 3 | 2 | -6 | -2 | i | 1
Cc1ccccc1NC(=S)NC(NC(=O)C(C)(C)C)C(Cl)(Cl)Cl (configuration not stated) | 7 | 3 | 1 | 12 | 20 | -1 | -3 | i | -5
C=CC[C@@H](CC(=O)N[C@H](CO)Cc1ccccc1)C(=O)N[C@H](COC(=O)[C@@H](CC=C)Cc1ccc(F)cc1)Cc1c[nH]c2ccccc12 | 2 | 34 | 7 | 5 | -10 | -8 | 0 | i | -8
Cc1cc(C(=O)CN2C(=O)C(=O)N(C3CCCC3)C2=O)c(C)n1-c1ccc(F)cc1 | 13 | 17 | -1 | -15 | -7 | 0 | 5 | i | -1
CCN(CC)C(=O)N1CCC(NC(=O)Cc2ccccc2)CC1 | -26 | -9 | -5 | -3 | -11 | -1 | 1 | i | -2
CN(C)c1[nH]c(=O)c(C#N)c2c1CCN2Cc1ccccc1 | -20 | -2 | -2 | -10 | -9 | 0 | -3 | i | -2
CCCN(CC(=O)Nc1ccccc1C)C(=O)c1ccc(Cl)c(S(=O)(=O)N2CCCC2)c1 | 16 | -1 | -6 | -4 | 5 | -6 | 2 | i | 2
CCOC(=O)C1=C(c2ccccc2)NC(=O)NC1c1cc(OC)c(OC)cc1OC (configuration not stated) | 1 | -8 | -7 | -1 | 0 | 0 | 4 | i | 3
COc1cc(/C=N/NC(=O)C(C)Nc2n[nH]c(=O)[nH]c2=O)ccc1O (configuration not stated) | 8 | -9 | -5 | -5 | 6 | -5 | -2 | i | -6
CC(C)NC(=O)C1(C)CSCC(=O)N1CCCN1CCOCC1 (configuration not stated) | 35* | x | x | 5 | x | x | x | i | 0
Cc1ccc(C(=O)N/C(=C/c2cccs2)C(=O)N2CCCCCC2)cc1 | 5 | -4 | -4 | -6 | 1 | -1 | 2 | i | 7
NS(=O)(=O)c1ccc(CNC(=S)Nc2cc(S(=O)(=O)N3CCOCC3)ccc2Cl)cc1 | 5 | 2 | 0 | 2 | 34 | -12 | 6 | i | 1
COC(=O)c1ccc2c(c1)S(=O)(=O)NC(=NCCCN1CCOCC1)S2 | -6 | -2 | -2 | 6 | 8 | -6 | -5 | i | -2
O=C(COC(=O)c1cc[n+]([O-])cc1)Nc1ccccc1Sc1ccccc1 | 4 | -4 | -3 | 5 | -2 | 8 | -1 | i | 2
CCCC1(c2ccccc2)NC(=O)N(CC(=O)Nc2cc(S(=O)(=O)N3CCOCC3)ccc2Cl)C1=O (configuration not stated) | -6 | -1 | -2 | -1 | 1 | 5 | 2 | i | -1
CC(C)(C)OC(=O)N1CCN(C(=O)c2[nH]cnc2C(=O)NCC(=O)OCc2ccccc2)CC1 | -17 | -8 | -3 | 12 | -4 | -10 | 5 | i | 2
O=c1c2ccccc2nc(SCc2ccccc2F)n1C1CCCC1 | -12 | -2 | -13 | -1 | -2 | -3 | 0 | i | 5
Cc1ccccc1/C=C\c1nc2ccccc2c(=O)n1Cc1ccccc1 | 8 | 28 | -4 | -4 | -9 | -9 | -1 | i | -11
Cc1cc(=O)[nH]c(SCC(=O)c2ccc(F)c(C)c2)n1 | -9 | -6 | -4 | 11 | 10 | 1 | 0 | i | 2
COc1cc(/C=C2\C(=N)N3N=C(N4CCOCC4)SC3=NC2=O)ccc1OC(=O)c1ccccc1 | -5 | -4 | -7 | -34 | -5 | -3 | -1 | i | 2
CSc1ccc(/C=N\Nc2nncn2N)cc1 | 9 | -5 | 3 | 3 | -3 | -3 | 0 | i | 3
Cc1ccc(-c2nc3[nH]c(=O)cc(NC(=O)c4cccs4)n3n2)cc1 | -1 | -7 | -7 | -25 | -16 | 0 | 1 | i | -6
CC1CCCCC1NC(=O)CC1Oc2ccccc2NC1=O (configuration not stated) | 1 | -2 | -12 | -14 | 0 | 4 | -1 | i | -2
COc1ccc(NC(=O)CC2C(=O)N(c3ccc(Cl)cc3)C(=S)N2CCc2ccncc2)cc1 (configuration not stated) | 7 | 12 | 0 | -6 | -15 | 11 | 1 | i | -8
O=C(CNC1CCN(Cc2ccccc2)CC1)Nc1ccc(S(=O)(=O)N2CCCCC2)cc1 | 1 | -4 | -1 | -9 | -5 | 6 | -2 | i | 4
COc1ccc(Cc2nc3ccccc3[nH]2)cc1OC | 4 | -7 | -3 | 11 | 1 | 5 | 3 | i | -1
S=C(Nc1ccc(Cl)c(Cl)c1)N1CCN(c2ccccn2)CC1 | 2 | -1 | -2 | 10 | -58 | -7 | 0 | i | 4
Cc1ccc2oc3c(c(=O)c2c1)C(c1cccc(O)c1)N(c1ccccn1)C3=O (configuration not stated) | 9 | 8 | -2 | -10 | -9 | -2 | -3 | i | -3
O=C1NCCCC1(c1ccccc1)c1ccccc1 | -5 | -6 | 3 | 6 | -4 | -9 | -3 | i | 2
Cc1ccc(SC(C)C(=O)Nc2ccc(S(=O)(=O)N3CCOCC3)cc2)cc1 (configuration not stated) | 1 | 16 | -3 | 0 | -2 | 3 | -2 | i | 0
N=c1c(S(=O)(=O)c2ccccc2)cc2c(=O)n3ccccc3nc2n1CC1CCCO1 (configuration not stated) | 23 | 6 | -4 | -3 | -4 | 5 | -8 | x | 1
COc1ccc(CCn2c(C)cc(C(=O)CSc3nnnn3C)c2C)cc1 | -8 | 5 | 0 | -13 | -7 | -4 | -4 | i | 1

Part of the list above, with two lines to a compound:
Fields – SKN-1 inh | FAS-TE inh | bovine MsrA act | CendR NRP1 mod | PABP1 MLLE inh | eLon inh | Rin1 Abl inh | Neddylation inh | MT1-MMP act inh
COc1cc(/C=C2\C(=N)N3N=C(N4CCOCC4)SC3=NC2=O)ccc1OC(=O)c1ccccc1
    -5 | -4 | -7 | -34 | -5 | -3 | -1 | i | 2
CSc1ccc(/C=N\Nc2nncn2N)cc1
    9 | -5 | 3 | 3 | -3 | -3 | 0 | i | 3
Cc1ccc(-c2nc3[nH]c(=O)cc(NC(=O)c4cccs4)n3n2)cc1
    -1 | -7 | -7 | -25 | -16 | 0 | 1 | i | -6
CC1CCCCC1NC(=O)CC1Oc2ccccc2NC1=O (configuration not stated)
    1 | -2 | -12 | -14 | 0 | 4 | -1 | i | -2
COc1ccc(NC(=O)CC2C(=O)N(c3ccc(Cl)cc3)C(=S)N2CCc2ccncc2)cc1 (configuration not stated)
    7 | 12 | 0 | -6 | -15 | 11 | 1 | i | -8
O=C(CNC1CCN(Cc2ccccc2)CC1)Nc1ccc(S(=O)(=O)N2CCCCC2)cc1
    1 | -4 | -1 | -9 | -5 | 6 | -2 | i | 4
COc1ccc(Cc2nc3ccccc3[nH]2)cc1OC
    4 | -7 | -3 | 11 | 1 | 5 | 3 | i | -1
S=C(Nc1ccc(Cl)c(Cl)c1)N1CCN(c2ccccn2)CC1
    2 | -1 | -2 | 10 | -58 | -7 | 0 | i | 4
Cc1ccc2oc3c(c(=O)c2c1)C(c1cccc(O)c1)N(c1ccccn1)C3=O (configuration not stated)
    9 | 8 | -2 | -10 | -9 | -2 | -3 | i | -3
O=C1NCCCC1(c1ccccc1)c1ccccc1
    -5 | -6 | 3 | 6 | -4 | -9 | -3 | i | 2
